Compound activity from PubChem.
ROC1-CUL1 inh: inhibitors of human ROC1-CUL1 ubiquitin ligase activity; in vitro K48 di-Ub FRET, acceptor:donor ratio, 45 min; AID 1347404; hit rate 0.6% among 140,000; inhibition, % at 10 µM; P62877+Q13616; in the data active = inhibition above about 25%
Target sequence (P62877 whole entry, looked up): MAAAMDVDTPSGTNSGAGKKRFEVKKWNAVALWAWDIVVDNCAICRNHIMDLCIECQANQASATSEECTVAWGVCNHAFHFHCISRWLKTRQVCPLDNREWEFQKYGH
Target sequence (Q13616 whole entry, looked up): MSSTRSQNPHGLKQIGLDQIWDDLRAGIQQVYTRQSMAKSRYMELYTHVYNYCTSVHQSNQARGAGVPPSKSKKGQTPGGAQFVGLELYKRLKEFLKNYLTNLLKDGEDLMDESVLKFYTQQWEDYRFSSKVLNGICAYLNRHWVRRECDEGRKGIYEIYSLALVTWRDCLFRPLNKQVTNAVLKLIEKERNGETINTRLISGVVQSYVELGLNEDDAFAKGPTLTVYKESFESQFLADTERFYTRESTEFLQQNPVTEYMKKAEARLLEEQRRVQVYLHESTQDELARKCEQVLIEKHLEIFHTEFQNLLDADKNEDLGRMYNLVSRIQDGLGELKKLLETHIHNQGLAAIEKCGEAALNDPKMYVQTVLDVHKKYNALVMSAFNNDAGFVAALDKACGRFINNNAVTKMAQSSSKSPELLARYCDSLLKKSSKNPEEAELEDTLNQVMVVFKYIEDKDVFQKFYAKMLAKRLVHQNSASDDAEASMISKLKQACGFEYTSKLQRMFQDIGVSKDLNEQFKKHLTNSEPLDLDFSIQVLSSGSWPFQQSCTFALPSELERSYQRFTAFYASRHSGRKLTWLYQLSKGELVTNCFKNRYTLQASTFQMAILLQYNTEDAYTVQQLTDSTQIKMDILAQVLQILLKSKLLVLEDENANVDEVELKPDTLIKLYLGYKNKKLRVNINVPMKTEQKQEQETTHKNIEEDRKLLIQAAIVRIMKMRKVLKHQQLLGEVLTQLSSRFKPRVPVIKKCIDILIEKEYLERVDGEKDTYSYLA
The depositor's hits bear a star. Only part of the results is shown (hit frequency here may not be typical).

molecule | ROC1-CUL1 inh
COc1ccc(/C=C/C(=O)n2c3ccccc3c3ccccc32)cc1 | 4
O=C(OCc1c(F)cccc1Cl)c1cccc(-c2nnc(-c3ccccc3)o2)c1 | -3
O=C1CCc2cc3c(cc21)OCO3 | 1
O=C(Oc1cc(=O)n(-c2ccccc2)c2c1CCCC2)c1ccccc1Br | 11
O=C(O)c1cccc(-c2ccc(CNC3CCCCC3)o2)c1 | 1
COc1ccc(NC(=O)N2CCCn3nc(C)cc32)cc1OC | -4
COc1ccccc1Nc1nc(N)nc(CSc2nc(C)cc(C)n2)n1 | -3
COC(=O)C(NC(=O)COc1ccccc1)(Nc1cc(C)ccn1)C(F)(F)F (configuration not stated) | -6
CCc1ccc(-c2cc(C(F)(F)F)n3nccc3n2)s1 | -3
O=C(COc1ccccc1)NC1CCCCCC1 | -1
COc1ccc(-c2nc(-c3cccc4ccccc34)[nH]c2-c2ccc(OC)cc2)cc1 | -6
CN(Cc1ccccc1)C(=O)CC1Cn2ncc(-c3ccccc3)c2NC1=O (configuration not stated) | 1
COc1cc(-c2nnc(SCC3(c4ccc(Br)cc4)OCCO3)o2)cc(OC)c1OC | 2
CC(C)CC(=O)Nc1nnc(S(=O)(=O)N2CCCCCC2)s1 | 1
O=C(CCS(=O)(=O)c1cc(Br)cc2c1N(C(=O)C1CC1)CC2)Nc1ccc(C(F)(F)F)cc1 | 2

molecule | ROC1-CUL1 inh
Cc1ccc(NC(=O)CN2C(=O)C(c3ccccc3)=NC2(C)C)cc1C | 8
O=C(OCc1ccc(Br)cc1)c1ccco1 | -9
Cc1ccc2c(c1)C=CC(C#N)N2C(=O)c1ccccc1 (configuration not stated) | 9
COC(=O)c1cc(OC)c(OC)cc1NC(=O)c1ccc2c(c1)c(C)c(C)n2Cc1ccccc1 | 4
Cc1ccc2c(CC(=O)Nc3c(C(=O)c4ccc(C)c(F)c4)oc4ccccc34)coc2c1 | 6
O=C(c1ccc2n[nH]nc2c1)N1CCCC(Nc2cccc(F)c2)C1 (configuration not stated) | -2
Cn1cc(Br)c(C(=O)Nc2cccc(Cl)c2)n1 | -1
O=S(=O)(c1ccc(Br)cc1)c1nc(-c2ccco2)oc1SCc1ccccc1Cl | 4
CN(C)c1ccc(NC(=O)CCCOc2ccc(C(C)(C)C)cc2)cc1 | 3
Cc1ccccc1C(=O)Oc1cc(-c2ccc3c(c2)OCO3)cc(=O)c2c(C)oc(C)c12 | 0
Cn1nc(-c2ccccc2)c2ccccc2c1=O | 4
O=[N+]([O-])c1cccnc1Sc1nnnn1-c1ccccc1 | 5
Cc1ccc(-c2c(C)sc(NC(=O)C3CCCO3)c2C(N)=O)cc1C (configuration not stated) | -1
CC(C)(C)c1ccc(Oc2c(C(F)(F)F)oc3cc(OC(=O)c4cccs4)ccc3c2=O)cc1 | -16
CC1=Nc2ccc(C(=O)Nc3cccc(C)c3)cc2C(=O)C1 | -7

molecule | ROC1-CUL1 inh
CCCC(=O)Nc1ccc(C(=O)Nc2nnc(COCC)s2)cc1 | 0
COCc1[nH]nc2c1C(c1ccncc1)C(C#N)C(=N)O2 (configuration not stated) | 1
O=C(Oc1cc(=O)n(-c2ccccc2)c2ccccc12)c1ccc(Cl)cc1 | 10
CCOCCCNC(=O)c1cc2c(=O)n3ccccc3nc2s1 | 1
CCOC(=O)N1CCC(N2CCCC(CCOC)(C(=O)OCC)C2)CC1 (configuration not stated) | 6
CN(Cc1cccnc1)C(Cc1ccccc1)C1CCN(C(=O)C23CC4CC(CC(C4)C2)C3)CC1 (configuration not stated) | -4
Cc1cccc(N2CCN(c3nc4nonc4nc3NC3CC3)CC2)n1 | -1
COc1cc(C2c3c(ccc4ccccc34)OC(=N)C2C#N)cc(OC)c1OC (configuration not stated) | 3
CCCc1c(C(=O)Nc2ccccc2C(F)(F)F)nnn1-c1ccccc1 | -6
COc1ccc2c(c1)c1c(c(=O)n(-c3cccc(C)c3)c(=O)n1CC(=O)N1CCCC1)n2C | 2
CCCCCSc1nnc2c(n1)OC(c1cccc(OCC)c1OC)N(C(C)=O)c1ccccc1-2 (configuration not stated) | 5
COc1cccc(CNC(=O)CCCN2C(=O)CCn3nc(-c4cccn4C)cc32)c1 | 0
CNC(=O)NC(=O)CSc1nnc(-c2ccco2)n1-c1ccccc1 | 2
S=c1[nH]nc(CNc2ccc(I)cc2)n1-c1ccccc1 | 5
O=C(CCC1CCCCC1)Nc1ccc2c(c1)NC(=O)CO2 | -2

molecule | ROC1-CUL1 inh
Cc1cccc(OCC(=O)N(Cc2ccc(C(C)C)cc2)Cc2ccco2)c1C | 0
COC(=O)c1c(NC(=O)COc2c(C)ccc(C)c2C)sc2c1CCC(C)C2 (configuration not stated) | 1
CCC(=O)Nc1ccc(N2CCN(C(=O)c3cc(OC)cc(OC)c3)CC2)cc1 | 3
Cn1nc(N)c2c(-c3ccccc3)c(C#N)c(N)nc21 | -2
COC(=O)C1C(=N)N(c2cccc(Cl)c2C)C2=C(C(=O)CCC2)C1c1ccc(Cl)cc1 (configuration not stated) | -1
Cc1cc(NC(=O)Nc2csc3c2CCCC3)ccc1Br | 7
CSc1ccc(CCNC(=O)CCc2c(C)nc3c(c(C)nn3-c3ccccc3)c2C)cc1 | -14
COc1ccc(/C=C/C(=O)N2CCC(c3nc4ccccc4o3)CC2)cc1OC | -1
COc1ccccc1Oc1ccc(N2C(=O)c3ccc(C(=O)OC(C)C(=O)c4ccc(OCc5ccccc5)cc4)cc3C2=O)cc1 (configuration not stated) | 6
O=C(COc1ccc(S(=O)(=O)NCCc2ccccc2)cc1)Nc1ccc(F)c(Cl)c1 | 0
CCOC(=O)c1c(C)[nH]c(C)c1S(=O)(=O)N1CCN(c2ccc(Cl)cc2)CC1 | 1
CCOc1ccccc1N(CC(=O)Nc1ccc(OC)c(Cl)c1)S(=O)(=O)c1ccccc1 | 4
O=C(c1cc(-c2ccc(F)cc2)on1)N1CCN(c2ccc(F)cc2)CC1 | 9
Cc1ccccc1Oc1ncccc1CNC(=O)C1CCCN(C(N)=O)C1 (configuration not stated) | -1
CCOc1ccccc1NC(=O)C1CCC(CNS(=O)(=O)c2ccc3c(c2)CCCC(=O)N3)CC1 (configuration not stated) | 3

molecule | ROC1-CUL1 inh
CC1=CC(C)(C)NC(=S)N1c1ccc(C(=O)/C=C/c2cccc([N+](=O)[O-])c2)cc1 | -7
Cc1sc2nc(SCCCC(=O)Nc3ccc(S(N)(=O)=O)cc3)[nH]c(=O)c2c1C | -2
CC(C)(C)c1ccc(C(=O)NNC(=O)c2cccs2)cc1 | -5
CCOC(=O)CSc1nc2cc(OC)c(OC)cc2c2nc(-c3ccccc3)nn12 | -4
Cc1cc(C)c(NC(=O)C(C)n2c(=O)c(C(F)(F)F)nc3ccccc32)c(C)c1 (configuration not stated) | 0
Cc1ccccc1N1CCN(C(=O)c2ccc(Cl)cc2)CC1 | 9
COc1cccc(CNC(=O)CC(c2ccc(F)cc2)N2Cc3ccccc3C2=O)c1 (configuration not stated) | -6
Cc1cccc(N=C2S/C(=C\c3ccc(OCc4ccccc4)cc3)C(=O)N2c2cccc(C)c2)c1 | -3
Cc1nc(CNC(=O)c2cn(CCN3CCOCC3)nn2)sc1C | 3
O=C(c1ccc(Cl)c(Cl)c1)N1CCN(Cc2ccco2)CC1 | 13
Cc1ccc(C(=O)c2sc3ncc([N+](=O)[O-])cc3c2N)cc1 | -5
COCCN1CCCC2(CCN(Cc3ccc(OC)c(C)c3C)C2)C1=O (configuration not stated) | -1
NC(=O)c1cc(S(=O)(=O)NCc2ccccc2)cs1 | 5
N#Cc1ccc(-c2ccccc2)nc1SCC(=O)c1ccc(Br)cc1 | -5
C=CCOC(=O)C1C(C)=NC2=C(C(=O)CC(C)(C)C2)C1c1ccc(OC(C)=O)cc1 (configuration not stated) | 4

Pulled one by one from the entries so far, two records:
molecule | ROC1-CUL1 inh
C=CCOC(=O)C1C(C)=NC2=C(C(=O)CC(C)(C)C2)C1c1ccc(OC(C)=O)cc1 (configuration not stated) | 4
Cc1cccc(N=C2S/C(=C\c3ccc(OCc4ccccc4)cc3)C(=O)N2c2cccc(C)c2)c1 | -3

Remaining list, next part
molecule | ROC1-CUL1 inh
Cc1ccc(-n2nnnc2-c2cn(C)c3ccccc3c2=O)cc1 | 4
Cc1c(-c2ccccc2)nc2ccccc2c1C(=O)NC1=NCCS1 | -3
O=Nc1c(O)[nH]c2ccc(Cl)cc12 | 7
COC(=O)c1sc(NC(=O)CC(C)C)c(C#N)c1C | -10
O=C(CN1CCN(c2ccc(Cl)cc2)CC1)Nc1ccc(F)cc1F | -13
CCOC(=O)C1C(=N)n2c(s/c(=C\c3ccc(OC)cc3)c2=O)=C(C(=O)OC(C)C)C1c1ccc(OC)cc1 (configuration not stated) | -6
Cc1ccc2cccc(OC(=O)c3ccc(Cl)cc3Cl)c2n1 | -9
Cc1nn(C)cc1C(=O)Nc1ccon1 | -8
CCOC(=O)c1cnc2c(ccc3ccccc32)c1Nc1ccccc1OC | -3
C=C(C)CN(CC)C(=O)CC1(c2ccccc2)CC(=O)N(CCCOc2cccnc2)C1=O (configuration not stated) | 7
O=C(CSc1nnc(-c2ccco2)o1)c1ccc(Oc2ccccc2)cc1 | 14
CCCCCSc1nnc2c(n1)OC(c1cccnc1)N(C(C)=O)c1ccccc1-2 (configuration not stated) | 3
COc1ccccc1Nc1cc(-c2ccccc2)nc2c(OC)cccc12 | 5
COc1ccc(-c2cn3c(n2)sc2cc(C(=O)NCCc4ccccc4)ccc23)cc1 | 2
Cc1ccc(C2=NNC(C)(c3ccc4ccccc4c3)S2)cc1 (configuration not stated) | 5

molecule | ROC1-CUL1 inh
COC(=O)c1nnc2c(-c3ccc(F)cc3)c(C)nn2c1C | -5
OCC1CCCN(C(=S)Nc2ccc(F)cc2)C1 (configuration not stated) | -2
CCC(=O)Oc1c(C(=O)CC)cc2c(C)cc(=O)oc2c1C | 7
Cc1cc(-c2n[nH]c3c2CN(S(=O)(=O)c2cccs2)CC3)no1 | -4
CN1CCN([C@@H]2CCN(C(=O)c3ccc(-c4ccccc4F)cc3)C[C@H]2O)CC1 | 2
CCCCOc1ccc(C2c3c(-c4ccccc4O)n[nH]c3C(=O)N2Cc2ccncc2)cc1OC (configuration not stated) | 5
NC(=O)N/N=C1/CCCCCCCC2CC12 (configuration not stated) | 13
CCCc1noc(CN2CCC(c3cccc(OC)c3OC)C2)n1 (configuration not stated) | -2
Cc1cc2oc(C(=O)Nc3sc4c(c3C(=O)NCC3CCCO3)CCCC4)cc(=O)c2cc1C (configuration not stated) | -1
Cc1cc2c(cc1S(=O)(=O)NCc1ccc(F)cc1)n(C)c(=O)c(=O)n2C | 2
O=C1C(=O)N(C2CCNCC2)CCN1Cc1ccccc1 | -9
COCCn1c(=N)c(C(=O)NCC2CCCO2)cc2c(=O)n3cccc(C)c3nc21 (configuration not stated) | 2
CCc1ccc(NC(=O)Cn2nnc(-c3ccccc3N)n2)cc1 | -2
Cc1ccc(CS(=O)(=O)N2CCN(c3ccc(F)cc3)CC2)cc1 | -3
O=C1C2ON(c3ccc(Cl)cc3)C(c3ccccc3)C2C(=O)N1Cc1ccccc1 (configuration not stated) | 11

A draw from above in order of formula weight, falling.
molecule | ROC1-CUL1 inh
COc1cc(-c2nnc(SCC3(c4ccc(Br)cc4)OCCO3)o2)cc(OC)c1OC | 2
CCOc1ccccc1N(CC(=O)Nc1ccc(OC)c(Cl)c1)S(=O)(=O)c1ccccc1 | 4
C=C(C)CN(CC)C(=O)CC1(c2ccccc2)CC(=O)N(CCCOc2cccnc2)C1=O (configuration not stated) | 7
COc1ccc(-c2cn3c(n2)sc2cc(C(=O)NCCc4ccccc4)ccc23)cc1 | 2
CCOC(=O)CSc1nc2cc(OC)c(OC)cc2c2nc(-c3ccccc3)nn12 | -4
COc1cccc(CNC(=O)CCCN2C(=O)CCn3nc(-c4cccn4C)cc32)c1 | 0
COc1cccc(CNC(=O)CC(c2ccc(F)cc2)N2Cc3ccccc3C2=O)c1 (configuration not stated) | -6
C=CCOC(=O)C1C(C)=NC2=C(C(=O)CC(C)(C)C2)C1c1ccc(OC(C)=O)cc1 (configuration not stated) | 4
CCOC(=O)c1cnc2c(ccc3ccccc32)c1Nc1ccccc1OC | -3
Cc1cc(NC(=O)Nc2csc3c2CCCC3)ccc1Br | 7
COc1ccccc1Nc1cc(-c2ccccc2)nc2c(OC)cccc12 | 5
CC(C)(C)c1ccc(C(=O)NNC(=O)c2cccs2)cc1 | -5
COCc1[nH]nc2c1C(c1ccncc1)C(C#N)C(=N)O2 (configuration not stated) | 1
Cn1nc(-c2ccccc2)c2ccccc2c1=O | 4
Cc1nn(C)cc1C(=O)Nc1ccon1 | -8

Next entries.
molecule | ROC1-CUL1 inh
CCCCn1c(=O)c2oc3ccccc3c2n(CC(=O)Nc2cccc(Cl)c2)c1=O | 7
Cc1ccc(CNCCCN2CCOCC2)cc1 | 1
Clc1ccc(Cc2nnc3sc(C4CCCCC4)nn23)cc1 | -5
Cc1cc(C)cc(NC(=O)NCCn2nnc3cc(S(=O)(=O)N(C)C)ccc32)c1 | 5
Cc1nc(N2CCC(C(=O)NC3C4CC5CC3CC(O)(C5)C4)CC2)nc2ccccc12 (configuration not stated) | -13
COc1ccc(CN2CCc3onc(-c4ccccc4)c3C2)c(F)c1 | 3
CCOC(=O)CNC(=O)NCc1cccnc1Oc1ccccc1F | -4
CCOC(=O)N1CCN(CC(O)COc2ccc(OC)cc2C(C)(C)C)CC1 (configuration not stated) | 11
Cc1ccc(-c2n[nH]c3c2CN(C(=O)c2sc(N)nc2C)CC3)cc1 | -7
C=CCNC(=O)CSc1nc2sc(C)c(C)c2c(=O)[nH]1 | 4
COc1ccc(NC(=O)N=C2CN(CC(C)C)C(=O)c3ccccc32)c(OC)c1 | -7
Fc1ccc(C2CCN(Cc3ccc4nccnc4c3)c3ccccc3S2)cc1F (configuration not stated) | 5
CCOC(=O)N1C2Sc3cccnc3C1Sc1ncccc12 (configuration not stated) | -6
Cc1ccc(-c2csc(=Nc3ccccc3)n2Cc2ccc3c(c2)OCO3)cc1 | 0
CCN(CC)CCNC(=O)c1ccc(-c2nc(CN3CCc4ccccc43)c(C)o2)cc1 | 3
Cc1cccc(NC(=O)CSc2cn(CC(=O)N3CCCCCC3)c3ccccc23)c1 | 3
O=C1COc2ccc(C(=O)OCC(=O)c3ccc(Br)cc3)cc2N1 | 3
Nc1c(C(=O)c2cccc(Cl)c2)sc2nc3c(cc12)CCCCC3 | -2
